RAM inhibit – inhibitors of the yeast RAM network. S. cerevisiae dse1pr::URA3 reporter, 5-FOA growth OD615, 2 d; analog-sensitive cbk1-as2 kinase mutant strain. inhibition, % at 50 µM. actives 1.8% (n = 190,000);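 active means inhibition above a set limit, 3 SD over mean compound inhibition, cut at about 8.4% in these data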;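 further: 0% = DMSO-only wells with no growth and 100% = 10 µM 1-NA-PP1 full growth; inhibition rescues growth on 5-FOA so higher OD means more RAM inhibition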
PMI act satM6P – increases human PMI activity with near-saturating mannose 6-phosphate. coupled PMI enzyme assay, resazurin fluorescence, 20 min; active compounds read high; 1 = untreated enzyme, 0 = substrate-free blank. actives 0.34% (n = 190,000). activation factor at 20 µM. AID 1216. P34949;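 active means activation factor of 2 or more at 20 µM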
Target sequence (P34949 whole entry, looked up): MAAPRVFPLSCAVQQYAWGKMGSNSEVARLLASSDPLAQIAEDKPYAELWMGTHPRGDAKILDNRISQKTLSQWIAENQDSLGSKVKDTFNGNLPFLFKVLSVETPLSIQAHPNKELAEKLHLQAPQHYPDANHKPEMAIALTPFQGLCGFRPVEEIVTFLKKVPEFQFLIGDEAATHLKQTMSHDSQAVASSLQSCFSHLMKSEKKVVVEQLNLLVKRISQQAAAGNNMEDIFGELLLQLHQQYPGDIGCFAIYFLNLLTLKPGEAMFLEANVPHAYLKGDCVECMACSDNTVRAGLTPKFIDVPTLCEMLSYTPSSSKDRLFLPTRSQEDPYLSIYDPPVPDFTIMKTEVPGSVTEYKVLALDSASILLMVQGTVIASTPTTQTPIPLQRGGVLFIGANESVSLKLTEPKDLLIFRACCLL
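Material: human phosphomannose isomerase with PGI, G6PDH, diaphorase coupling enzymes; amount: PMI at 15 ng/mL final; also added: Mannose-6-phosphate 1.0 mM (near-saturating) plus 0.22 mM NADP+; incubation: enzyme reaction with compound 20 min at room temperature; signal: resorufin fluorescence (Ex 544/Em 590 nm) from resazurin via diaphorase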
L major viab – inhibitors of Leishmania major promastigote growth; Leishmania major promastigotes, resazurin fluorescence viability; inhibition, % at 10 µM; actives 9% (n = 200,000);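 further: promastigotes grown with compound for 44 hours at 28 °C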
DTT redox prof – compounds producing H2O2 with reducing agent – biochemical, NIH compound library profiling, artefact control for MLSCN library redox annotation, primary screen; DTT-dependent redox cycling H2O2, phenol red/HRP absorbance; 100% = 100 µM peroxide control, 0% = buffer; actives 0.03% (n = 200,000); activation, % at 10 µM;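 active means activation of at least 50% relative to the plate's high and low controls in the primary single-dose screen; inactive means activation below 50%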;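 further: compound incubated with DTT at 0.8 mM final as the reducing agent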
TLR4 MyD88 comp – TLR4-MyD88 interaction inhibition in cells; AID 861; inhibition, % at 8.4 µM; O00206+Q99836; actives 0.18% (n = 200,000); HeLa CL3-4 TLR4/MyD88 BLA complementation, FRET ratio; in the data active means inhibition above about 25%;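 further: 0% = vehicle and 100% = reference inhibitor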
Diaph inh CS – counter-screen for diaphorase-based assays: diaphorase inhibitors and chemical oxidizers; diaphorase resazurin-to-resorufin fluorescence, NADH, 16 min; bacterial (C. kluyveri) enzyme, not human; actives 0.69% (n = 190,000); inhibition, % at 20 µM;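 active means primary screen inhibition at 20 µM above a set limit, cut at about 50% in these data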;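 further: plate controls were DMSO with full reaction for no effect and wells lacking NADH for full effect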
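material = Clostridium kluyveri diaphorase enzyme | amount = 0.14 U/mL diaphorase, enzyme working solution | schedule = incubation 16 min, room temperature | detection = fluorescence of resorufin formed from resazurin, Ex 544/Em 590 nm | benchmarks = positive control minus NADH, DMSO neutral control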
Diaph act CS – activates diaphorase or chemically reduces, flagging diaphorase assay artifacts; activation factor at 20 µM; actives 0.005% (n = 190,000); Diaphorase/resazurin coupled assay, resorufin fluorescence, 16 min; active compounds read high; 1 = vehicle wells, 0 = NADH-free wells; AID 1229;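 active means diaphorase activity raised at least twofold by the compound at 20 µM; inactive means activation factor below 2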
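Test system: Clostridium kluyveri diaphorase, purified enzyme. Buffer or medium: 50 mM HEPES pH 7.4 buffer plus MgCl2 and Tween 20. Also added: 0.114 mM NADH and 0.1 mM resazurin, final amounts. Dosing: compound 20 µM once, DMSO 1%. Schedule: 16 min enzyme reaction, ambient temperature. Detection: fluorescence of resorufin, 544 nm excitation, 590 nm emission.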
PMI act – increases human mannose-6-phosphate isomerase activity. P34949. purified human PMI, coupled resazurin fluorescence, 20 min; active compounds read high; 1 = vehicle control, 0 substrate-free wells. activation factor at 20 µM. actives 0.005% (n = 190,000);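 active means activation factor of 2 or more at 20 µM, relative to plate controls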
S1P3 antag – antagonists of human S1P3 receptor. Q99500. CHO S1P3 NFAT-BLA reporter, FRET fluorescence, antagonist mode. inhibition, % at 4.98 µM. actives 0.27% (n = 170,000);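 active means inhibition above the plate cutoff, the mean inhibition of test wells on that plate plus 3 SD, cut at about 28% in these data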;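 further: cells challenged with S1P at its EC80 of 0.8 µM; blue over green emission ratio from cleaved BLA substrate after 4 h stimulation; 0% = S1P-stimulated wells and 100% = unstimulated DMSO-only wells; some compounds past the cut are filed as inactive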
Target sequence (Q99500 whole entry, looked up): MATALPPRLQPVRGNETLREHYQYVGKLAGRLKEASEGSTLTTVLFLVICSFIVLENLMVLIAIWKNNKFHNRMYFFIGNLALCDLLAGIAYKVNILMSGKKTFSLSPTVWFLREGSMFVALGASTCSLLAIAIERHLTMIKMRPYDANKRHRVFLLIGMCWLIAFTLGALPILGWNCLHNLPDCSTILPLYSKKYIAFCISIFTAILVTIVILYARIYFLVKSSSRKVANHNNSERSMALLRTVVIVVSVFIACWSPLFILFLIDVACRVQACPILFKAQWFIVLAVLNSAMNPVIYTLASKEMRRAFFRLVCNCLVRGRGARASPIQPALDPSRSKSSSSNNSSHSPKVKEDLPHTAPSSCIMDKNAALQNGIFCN
G6PDH CS – L. mesenteroides G6PDH inhibition counter-screen | Purified L. mesenteroides G6PDH, diaphorase/resazurin coupled fluorescence, 45 min | AID 1020 | actives 0.12% (n = 200,000) | inhibition, % at 5 µM
Hsp70 activator – Hsp70 transcriptional activation, primary screen. HeLa Hsp70 promoter luciferase reporter, luminescence; scaled: vehicle 0, proteasome-inhibitor control 100%. activation, % at 10 µM. actives 0.04% (n = 200,000). AID 1203;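 active means activation above the mean across all tested compounds plus 3 SD, cutoff set per campaign, cut at about 5.5% in these data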;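 further: 100% = MG132 at 30 µM as the positive control and 0% = DMSO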
An asterisk follows results filed as active; nt = no result given. Unless noted, no stated cut-off is given here; in the data, active means inhibition above about 50%; inactive means the rest.

SMILES	RAM inhibit	PMI act satM6P	L major viab	DTT redox prof	TLR4 MyD88 comp	Diaph inh CS	Diaph act CS	PMI act	S1P3 antag	G6PDH CS	Hsp70 activator
Cc1ccc(S(=O)(=O)N2CCC(=O)N(C(CO)C(C)C)CC2)cc1 (stereo not drawn)	1.5	1	-6	-0.8	-7	-2	1	1	-13	20	-0.2
O=c1c(-c2ccc3c(c2)OCCO3)coc2cc(O)cc(O)c12	3.0	1.1	9	2.6	-5	1	1	1	17	-8	0.0
Cc1ccc2nc(SCc3cn4c(C)cc(C)nc4n3)[nH]c2c1	0.2	1.1	-2	0.5	11	9	0.9	1	-10	-6	-0.1
COc1ccc(NC(=O)C2CCN(c3cc(-c4ccccc4)nc4ncnn34)CC2)cc1OC	-0.3	1	0	0.3	-8	9	0.9	1	1	10	-0.1
CC(C)OC(=O)Nc1ccc2c(c1)N(C(=O)CCN1CCOCC1)c1ccccc1CC2	0.2	nt	4	-0.8	-11	nt	nt	nt	4	15	0.0
CCOc1ccc(-c2nnc(SCC(=O)Nc3cc(C)on3)o2)cc1	0.1	1	-1	-0.1	2	8	0.9	0.9	33*	7	0.0
Cc1ccc(N2CCN(C(=O)c3ccccc3)CC2)c(C)c1	2.9	0.9	46	-0.4	-12	8	0.9	0.8	-22	-12	-0.2
O=c1c2c(n3cnnc3n1-c1ccccc1)-c1ccccc1CC21CCCCC1	2.0	0.9	3	-4.6	2	14	0.9	0.9	nt	3	-0.3
Cc1ccc(-c2noc(CCCC(=O)N3CCOCC3)n2)cc1	-0.1	1	-6	-2.5	-10	13	0.9	1	-7	5	0.5
CCOc1ccc(C(=S)N2CCOCC2)cc1OCC	0.9	1.1	-1	0.3	9	3	1	1.1	nt	12	-0.4
CC(Oc1cc(-c2ccccc2)cc2ccccc12)C(=O)N1CCOCC1 (stereo not drawn)	3.6	1	19	0.5	3	8	0.9	0.9	nt	5	-0.2
CCOC(=O)C1CCN(C(=O)COc2ccc(Br)cc2)CC1	-0.2	1	1	-3.3	23	8	0.9	1	12	0	0.1
N#C/C(=C/c1ccccc1[N+](=O)[O-])c1nc(C2CC2)cs1	7.9	0.8	10	-0.3	2	32	0.7	0.8	4	4	-0.2
CCOC(=O)CSc1nc(C)cc(=O)[nH]1	3.4	1	3	-0.1	8	2	1	1	-6	-2	-0.3
COc1ccc(C(=O)CCC(C)(C)[N+](=O)[O-])cc1	1.1	1	-7	-0.2	-2	7	0.9	1.1	-6	4	0.7
CC(C)Oc1ccc(Nc2ncnc3ccccc23)cc1	0.1	1.1	56*	0.2	-6	7	0.9	1.1	-4	6	0.5
O=c1c2cc(NC(=S)NCCN3CCCCCC3)ccc2nc2n1CCCCC2	2.5	0.9	7	0.3	3	9	0.9	0.9	-5	5	-0.2
O=C1NC2(CCOc3ccccc32)C(=O)N1CC(=O)N(Cc1ccccc1)C1CCS(=O)(=O)C1 (stereo not drawn)	3.5	1.2	0	2.0	0	9	0.9	1	0	6	-0.4
CCOC(=O)CN(C(=O)CSc1nnc2c(n1)[nH]c1ccccc12)c1ccccc1	5.0	0.9	2	0.2	7	14	0.9	1	29	-2	-0.1
Cn1c(SCC(=O)NC2CCCC2)nnc1-c1ccncc1	0.8	1.1	-5	-0.8	-6	1	1	1.1	-10	5	-0.1

3 structures out of the list, sorted by count of non-hydrogen atoms, largest number first:
SMILES	RAM inhibit	PMI act satM6P	L major viab	DTT redox prof	TLR4 MyD88 comp	Diaph inh CS	Diaph act CS	PMI act	S1P3 antag	G6PDH CS	Hsp70 activator
CCOC(=O)CN(C(=O)CSc1nnc2c(n1)[nH]c1ccccc12)c1ccccc1	5.0	0.9	2	0.2	7	14	0.9	1	29	-2	-0.1
CC(Oc1cc(-c2ccccc2)cc2ccccc12)C(=O)N1CCOCC1 (stereo not drawn)	3.6	1	19	0.5	3	8	0.9	0.9	nt	5	-0.2
CC(C)Oc1ccc(Nc2ncnc3ccccc23)cc1	0.1	1.1	56*	0.2	-6	7	0.9	1.1	-4	6	0.5

Following part
SMILES	RAM inhibit	PMI act satM6P	L major viab	DTT redox prof	TLR4 MyD88 comp	Diaph inh CS	Diaph act CS	PMI act	S1P3 antag	G6PDH CS	Hsp70 activator
Fc1ccc(COc2ccccc2C(=S)N2CCCC2)cc1	2.2	0.9	7	-0.6	7	2	1	0.6	-4	3	-0.3
Cc1ccccc1-n1ncc2c(SCC(=O)N3c4ccccc4CC3C)ncnc21 (stereo not drawn)	7.7	1	-1	-0.4	-2	22	0.8	1	nt	4	-0.4
Cc1ccc(CN2CCN(Cc3cccn3-c3ccccn3)CC2CCO)cc1 (stereo not drawn)	-0.6	1.1	-1	-0.9	-1	1	1	1	7	7	-0.1
O=C(O)CSC1=NC(=Nc2ccc(Cl)cc2)C2(CCCCC2)N1c1cccc(C(=O)O)c1	-1.2	1	46	-0.5	4	20	0.8	0.9	3	6	-0.2
FC(F)(F)c1cc(-c2ccco2)nc(N2CCN(Cc3ccccc3)CC2)n1	-0.1	0.9	6	1.9	-1	21	0.8	0.8	nt	5	-0.3
CCc1ccc(-c2nc(CN3CCC(C(=O)N4CCN(c5ccccc5)CC4)CC3)c(C)o2)cc1	1.4	0.9	82*	0.3	-18	10	0.9	0.9	3	8	-0.4
Cn1c(CSCc2ccccc2)n[nH]c1=S	-1.2	1.1	39	0.3	-2	3	1	1.1	1	3	-0.1
CN(C)CCCC(C)(O)C(Cc1ccccc1)c1ccccc1 (stereo not drawn)	1.1	1.1	86*	-0.1	-2	2	1	1.2	-14	8	-0.5
CS(=O)CCC(NS(=O)(=O)c1ccccc1)C(=O)O (stereo not drawn)	0.3	1	-4	-2.1	23	-3	1	1	-19	3	0.0
O=C(Nc1ccccc1)c1ccc(Br)o1	0.4	1	35	-0.4	-6	6	0.9	1	3	12	-0.5
COc1ccc(CNc2nc3nc(C)cc(C)n3n2)cc1	0.1	1.1	-7	-2.9	4	8	0.9	1	nt	4	0.1
N#CC1=C(C2CC2)CC(c2ccccc2)C(C#N)=C1N (stereo not drawn)	1.6	0.7	13	1.6	10	11	0.9	1	4	1	-0.4
O=C1c2cccnc2C(Nc2ccc(Br)cc2Br)N1Cc1cccs1 (stereo not drawn)	3.7	0.9	16	-1.7	-9	35	0.7	0.9	2	2	-0.1
COc1ccc(/C=N/NC(=O)CCCOc2ccc(Cl)cc2Cl)cc1	2.5	0.8	46	-0.4	8	24	0.8	0.8	2	-2	-0.1
CS(=O)(=O)N(CC(=O)N1CCCC1)c1cc(Cl)c(Cl)cc1Cl	1.1	1	-1	0.0	12	-1	1	1.1	nt	-2	0.2
Cc1csc(NC(=O)C(F)(F)F)n1	0.6	1.2	-7	0.0	-6	8	0.9	1.2	-6	-7	-0.3
COc1cc(C)nc(N2CCCC(C(=O)NC3CCC(C)CC3)C2)n1 (stereo not drawn)	nt	0.9	nt	nt	nt	9	0.9	1	-1	-1	nt
CC(=O)OCCc1c(C)nc2nc[nH]n2c1=O	0.0	1	-5	0.0	3	5	0.9	1	nt	2	-0.1
Cc1ccc(C)c(N2C(=O)CS/C2=N\NC(=O)c2ccccc2Cl)c1	1.9	1	-1	-2.3	-1	8	0.9	1	nt	-1	-0.2
Cc1ccccc1NC(=O)COC(=O)/C=C/c1cccc(C(F)(F)F)c1	1.9	1.1	-5	0.0	-1	-8	1.1	1.2	-11	1	-0.1
O=C(NC1CCCC1)C(c1ccc(F)cc1)N(Cc1ccccc1Cl)C(=O)CCl (stereo not drawn)	0.9	1	98*	1.1	3	20	0.8	1	-8	-2	-0.3
CCCOCCOC(=O)c1[nH]c2c(c1C)C(=O)CC(c1cc(OC)ccc1OC)C2 (stereo not drawn)	8.1	1	4	-0.7	2	5	1	1	34	17	-0.3
Cc1ccc(S(=O)(=O)N2CCN(C(C)C(=O)N3CCCc4ccccc43)CC2)cc1 (stereo not drawn)	1.5	0.9	-1	2.1	0	2	1	1.1	nt	9	-0.3
O=C(Nc1ccc2c(c1)OCO2)N1CCN(C(=O)C2CCCO2)CC1 (stereo not drawn)	-0.5	0.7	-4	0.9	-4	18	0.8	0.9	-14	-6	-0.3
Cn1c(-c2ccc(F)cc2)cnc1NCc1cccc(F)c1	3.2	1	78*	2.0	-7	16	0.8	0.8	nt	2	-0.1
Cc1cccc(N2CCN(C(=O)Cc3cn(C)c4ccccc34)CC2)c1C	4.6	1.1	1	0.1	-2	21	0.8	1	nt	20	-0.6
O=[N+]([O-])c1ccc(N2CCN(c3ccc(O)cc3)CC2)c(Cl)c1	0.3	0.7	7	-0.5	-10	29	0.7	0.6	4	14	-0.3
COc1cc(C(=O)N2CCC(O)(c3ccccc3)CC2)cc(OC)c1OC	0.7	1	-1	0.0	-8	3	1	1	nt	-1	-0.1
COc1ccccc1-c1nnc2sc(-c3cnccn3)nn12	2.9	1.3	-3	-0.6	-17	5	0.9	1.1	11	3	0.1
O=C(c1ccco1)N1CCN(c2ccc(F)cc2)CC1	3.3	0.9	-4	-0.6	-7	5	0.9	0.9	-23	2	-0.5
Cc1ccc(C2=NC(=O)/C(=C/c3cc(O)c(O)c(Br)c3)S2)cc1	5.5	0.5	-4	0.1	-4	81*	0.2	0.2	-8	4	-0.5
Cc1ccc(S(=O)(=O)NCc2c(-c3ccccc3)c3cc(Cl)ccc3[nH]c2=O)cc1	4.4	1	2	0.7	3	-4	1	1	-9	-19	-0.3
Cc1ccc(/C=C/C(=O)c2c(C)cc(C)[nH]c2=O)cc1	0.4	0.8	61*	-4.2	5	9	0.9	1	nt	-1	-0.2
CC(C)CCN(C(=O)Nc1ccc(Cl)cc1)C1CCN(C(C)C)CC1	-0.6	1.1	24	-0.6	1	-14	1.1	1.1	-5	0	0.1
COc1cccc(C2=NOC(C(=O)N3CCN(Cc4ccccc4)CC3)C2)c1OC (stereo not drawn)	2.5	1	5	-1.1	-3	4	1	1	-5	0	0.0
Cc1ccccc1Nc1c(-c2ccccn2)nc2c(C)cccn12	-0.4	1	37	-2.2	-8	5	0.9	1	-5	5	-0.2
Cc1cc(/C=N/Nc2nc(N3CCOCC3)nc(N3CCOCC3)n2)c(C)n1-c1ccccc1	2.7	1	8	0.3	3	-6	1.1	1.1	-8	-3	-0.4
Cc1ccc(CN(C#N)c2nc(C)cc(C)n2)cc1	0.9	0.9	-1	2.2	-1	8	0.9	0.9	nt	3	-0.2

Screening data (PubChem BioAssay)
